Assay outcomes deposited in PubChem BioAssay by National Center for Advancing Translational Sciences (NCATS).
GLP1R cytotox: cytotoxicity in counter-screen for GLP-1R inverse agonists; 410,000 compounds, 0.13% hits; Potency, µM (highest dose often 38.3 µM), inactives show at the top dose activity change, negative = inhibition, actives largely listed as inhibitors; AID 624418; HEK293 cAMP-luciferase reporter cells, luminescence, 24 h;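 further: loss of luciferase light is scored as toxicity; on the % scale 0 is the no-effect control and ±100 the full control effect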
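Here, cytotoxicity is scored as loss of luminescence. The MLSMR collection was tested on cells seeded in medium containing 10% Nu serum, with a 24 hr compound exposure preceded by 12 hours of culture.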
PTHR1 ag: agonists of human PTHR1 parathyroid hormone receptor; HEK293 GP2 PTHR1 cells, GloSensor cAMP luminescence, 1 h; 410,000 compounds, 0.075% hits; AID 743266; Q03431; Potency, µM (top dose mostly 115 µM), for the others: at the highest dose activation, hits mostly activators; further: nearly all actives have a fitted effect of over 55% in size; some results filed as inactive show a strong effect at the top dose; inactives centre near -15; many of its hits are not listed in these tables
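HEK-293-derived GP2 cells expressing PTHR1 and a GloSensor cAMP reporter, 3,000/well, plated overnight, given luciferin plus IBMX (each 0.5 mM as added) for 1 h at 37 °C, then compound for 1 h at 37 °C. Luminescence was read after 15 min at room temperature.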
GLP-1R inv ag: acts as inverse agonist at human GLP-1 receptor; P43220; HEK293 GLP-1R CRE-luciferase, luminescence, 24 h; GLP-1R form is constitutively active; Potency, µM (top dose mostly 38.3 µM), inactives show top-dose activity change, negative = inhibition, usual class: inhibitors; 410,000 compounds, 1.6% hits; AID 624417; further: on the % scale 0 is the no-effect control and ±100 the full control effect; nearly all actives have a fitted effect of over 55% in size
Target sequence (P43220 whole entry, looked up): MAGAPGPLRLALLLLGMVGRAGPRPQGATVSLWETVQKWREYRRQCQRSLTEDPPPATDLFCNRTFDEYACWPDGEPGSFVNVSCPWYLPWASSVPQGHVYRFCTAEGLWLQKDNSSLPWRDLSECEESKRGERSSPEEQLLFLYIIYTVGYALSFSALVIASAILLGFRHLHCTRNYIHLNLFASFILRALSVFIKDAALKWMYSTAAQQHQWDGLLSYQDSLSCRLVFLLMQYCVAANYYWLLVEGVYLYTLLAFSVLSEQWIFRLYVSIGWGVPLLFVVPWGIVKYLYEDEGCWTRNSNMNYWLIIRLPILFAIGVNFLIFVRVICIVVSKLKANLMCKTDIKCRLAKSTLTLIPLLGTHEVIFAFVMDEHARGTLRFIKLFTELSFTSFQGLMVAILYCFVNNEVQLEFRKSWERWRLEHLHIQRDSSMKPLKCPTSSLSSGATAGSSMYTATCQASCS
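Seeding at 200 cells/uL, 12 h culture, 24 hr compound treatment, then luciferase reagent and a luminescence read; cells are HEK293 stably expressing a constitutively active GLP-1R plus cAMP-responsive luciferase.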
Active calls of the source: *; i = inactive; ? = inconclusive; [ ] = dose if it differs, or a comment. The call rests on the fitted dose curve; in most records, active means well fitted curve in the direction sought with a large enough effect; inconclusive means small, poorly fitted or top-dose-only effect, or another doubt; inactive means no such curve, though single readings can be large; an effect the other way counts as inactive or inconclusive. Potency means the concentration at half of the fitted maximal effect. These rows are one share of the data; count on the stated rates, not on these rows.

The line under a structure holds: PTHR1 ag	GLP1R cytotox	GLP-1R inv ag
Cc1ccc(C(=O)NCc2nnnn2-c2ccc(C)c(C)c2)cc1
 : 17%	4%	-2%
CCC(Cn1nnc2ccccc2c1=O)NC(=O)Nc1ccc(C)c(C)c1 (centres undefined)
 : i	-7%	-10%
CCN1CCN(C(c2ccccc2)c2sc3nc(-c4ccco4)nn3c2O)CC1 (centres undefined)
 : ?	0%	12%
CCOc1ccc(CNC(=O)c2cnc(SC)nc2CC)cc1
 : -15%	-3%	12%
CN(C)S(=O)(=O)N1CCC(n2cnc3cccnc32)CC1
 : i	-12%	-8%
COc1cccc(NS(=O)(=O)c2ccc3[nH]c4c(c3c2)CCCCCC4)c1
 : -23%	-13%	?
O=C(Nc1cnn(Cc2ccc(Cl)cc2Cl)c1)c1noc2c1CCc1ccccc1-2
 : -17%	-2%	-19%
Cc1ccc(-n2ncc3c(Nc4cccc(C)c4C)ncnc32)cc1
 : -20%	4%	-25%
CCc1ccc2ncc3c(-c4ccc(C)cc4)nn(CC(=O)NCc4ccccc4)c3c2c1
 : i	4%	9%
Cc1ccc(-n2cnnn2)cc1S(N)(=O)=O
 : i	-9%	2%
CSc1ncc(Cl)c(C(=O)Nc2c(C(=O)Nc3cccc(C)c3)oc3ccccc23)n1
 : i	0%	6%
CSc1ncc2c(n1)-c1ccccc1N(Cc1ccccc1)S2(=O)=O
 : -26%	-14%	-9%
CCC(=O)N1CCc2cc(S(=O)(=O)NC(C(=O)NCCc3ccc(Cl)cc3)C(C)C)ccc21 (centres undefined)
 : -6%	1%	-7%
O=C(CSc1nc2ncccc2[nH]1)Nc1cc(F)ccc1F
 : 0%	0%	6%
COc1ccc(-c2nc3cc(NC(=O)CSc4ccc(C)cc4)ccc3o2)cc1
 : -15%	-12%	-16%
Cc1ccc(Cn2c(CNS(=O)(=O)c3ccc(C(C)(C)C)cc3)nc3cccnc32)cc1
 : -73%[inhibitor]	0%	?
CCOc1ccc(NC(=O)N(C(C)C)C2CCN(C(C)=O)CC2)cc1
 : i	0%	6%
C=Cc1ccc(Cn2c(C(=O)O)c(CNC3CCCCC3)c3ccc(C)cc32)cc1
 : i	-1%	7%
CN(Cc1ccccc1)C(=O)c1c[nH]c2ccc(S(=O)(=O)Nc3ccccc3F)cc2c1=O
 : 22%	-6%	-31%
Cc1cccc(NC(=O)Cn2nnc(C(=O)Nc3ccccc3Br)c2N)c1C
 : -55%	-4%	1%

Compounds shown so far that have fluorine:
The line under a structure holds: PTHR1 ag	GLP1R cytotox	GLP-1R inv ag
O=C(CSc1nc2ncccc2[nH]1)Nc1cc(F)ccc1F
 : 0%	0%	6%
CN(Cc1ccccc1)C(=O)c1c[nH]c2ccc(S(=O)(=O)Nc3ccccc3F)cc2c1=O
 : 22%	-6%	-31%

New compounds follow:
The line under a structure holds: PTHR1 ag	GLP1R cytotox	GLP-1R inv ag
CCC(Oc1ccccc1F)C(=O)N1CCC(c2nc3ccccc3s2)CC1 (centres undefined)
 : -29%	1%	?
COc1ccc(-c2nc(CS(=O)CC(=O)NCc3ccccc3Cl)c(C)o2)cc1OC (centres undefined)
 : i	3%	34%[activator]
Cc1cc(C)cc(NC(=O)N2CCC(CN3CCCCCC3)CC2)c1
 : -3%	2%	-6%
COc1cccc(C2C(=O)N(C3CCCCC3)CC(=O)N2Cc2ccc(Cl)cc2)c1 (centres undefined)
 : -3%	-9%	?
CCCCN(C)S(=O)(=O)c1ccc(C(=O)Nc2ccc(-c3nc4ccc(C)cc4s3)cc2)cc1
 : i	4%	4%
Cc1ccccc1OC(=O)CSc1nnc(-c2ccc3c(c2)OCO3)o1
 : 0%	-13%	5%
Cc1ccc(C(=O)NCCc2ccc(Cl)cc2)cc1-n1c(C)nc2cccnc21
 : -38%[inhibitor]	-5%	9%
Cc1ccc2oc(=O)n(CCNC(=O)Nc3ccc(C)c(F)c3)c2c1
 : -13%	3%	?
O=C(Nc1ccc(O)c(-c2nc3ccccc3o2)c1)c1ccc(Br)cc1
 : -13%	10%	0%
COCCN1CCc2nc(SCC(=O)Nc3ccc(C)c(Cl)c3)[nH]c(=O)c2C1
 : 0%	2%	7%
Cc1cccc(NC2=CC(c3cccc(Br)c3)N(c3cccc(C)c3)C2=O)c1 (centres undefined)
 : -14%	-1%	8%
Cc1cccc(Cn2c(=O)n(Cc3ccccc3)c(=O)c3oc4ccccc4c32)c1
 : i	2%	0%
Cn1c(=O)n(C)c2cc(N3CCOCC3)c(NS(=O)(=O)c3ccc(C(C)(C)C)cc3)cc21
 : -14%	1%	17%
Cc1ccc(Cl)cc1-n1nnc(-c2nc(-c3ccc4c(c3)OCO4)no2)c1C
 : -77%[inhibitor]	0%	25%
CC1=C(C(=O)Nc2ccccc2)C(c2ccc[nH]2)n2ncnc2N1 (centres undefined)
 : i	-5%	14%
CCC(C(=O)Nc1ccc(C(C)=O)cc1)n1c(C)c2cnn(-c3ccccc3)c(=O)c2c1C (centres undefined)
 : i	-5%	-5%
Cc1cccc(N2CCN(C(=O)C3CCN(S(=O)(=O)c4c(C)noc4/C=C/c4ccccc4F)CC3)CC2)c1C
 : -5%	4%	9%
Cc1coc2c1c(C)cc1oc(=O)c(CC(=O)NCc3ccc(Cl)cc3)c(C)c12
 : -22%	6%	7%
OCCN1CCN(c2ncnc3c2cnn3-c2cccc(Cl)c2)CC1
 : i	-5%	-3%
CCCOc1ccc(C(=O)N(Cc2ccco2)Cc2ccco2)cc1
 : i	-8%	-29%

Other entries:
The line under a structure holds: PTHR1 ag	GLP1R cytotox	GLP-1R inv ag
CCOC(=O)c1c(S(=O)(=O)N2CCCC(C(=O)NCc3ccccc3Cl)C2)c(C)n(C)c1C (centres undefined)
 : i	6%	2%
O=C(Nc1cccc(Cl)c1Cl)c1cc(S(=O)(=O)NCc2ccc3c(c2)OCO3)ccc1F
 : i	0%	-21%
Cc1ccc(-c2noc(-c3ccccc3OCC(=O)Nc3ccccc3[N+](=O)[O-])n2)cc1
 : i	-1%	10%
CCOC(=O)c1ccc(N2C(=O)Cc3cc(OCC)c(OCC)cc3C2c2ccccc2)cc1 (centres undefined)
 : -21%	-16%	?
CCOc1ccc(OCC)c(NC(=O)C(NS(=O)(=O)c2cccs2)c2ccccc2)c1 (centres undefined)
 : -7%	-16%	-11%
COc1ccc(Cn2ccc3nc(C)c(C(=O)Nc4cc(C)cc(C)c4)cc3c2=O)cc1
 : i	4%	11%
Cc1nc(N2CCOCC2)c2c(C(=O)NCc3cccc(Cl)c3)c(C)oc2n1
 : -20%	-2%	0%
Cc1ccc(S(=O)(=O)N(CC(=O)Nc2ccc3c(c2)OCO3)c2ccc(C)c(Cl)c2)cc1
 : ?	-1%	?
CCCCC(=O)Nc1cc(-c2nc3ccccc3o2)ccc1OC
 : i	-2%	4%
CSc1ncc(C(=O)NCc2ccccc2)c(-c2ccccc2)n1
 : -14%	36%	12%
COc1ccccc1NC(=O)c1sc2nc3c(cc2c1N)CCCCCC3
 : i	14%	?
CCc1cccc(C)c1NC(=O)CSc1nc2c(c(=O)[nH]1)CCC2
 : -20%	5%	4%
CSc1cccc(NS(=O)(=O)c2ccc3[nH]cc(C(=O)N4CCCCCC4)c(=O)c3c2)c1
 : i	2%	0%
Cc1nc2ccc(S(=O)(=O)N(C)CC(=O)Nc3ccc(Br)c(C)c3)cc2s1
 : -33%[inhibitor]	5%	-10%
Cc1ccc(S(=O)(=O)c2nc(-c3cccc(C)c3)oc2N2CCCCC2)cc1
 : i	0%	?
CCCSc1ncc(Cl)c(C(=O)Nc2c(C(=O)Nc3ccc(C)cc3)oc3ccccc23)n1
 : -25%	8%	12%
CN(C)C(=O)c1ccc(S(=O)(=O)NCc2ccc(Cl)cc2)s1
 : -42%[inhibitor]	-15%	-8%
Cc1cccc(C(=O)Nc2cccc(OCc3cc(=O)n4cccc(C)c4n3)c2)c1
 : -20%	2%	6%
COc1ccccc1N1CCN(C(=O)CSc2nc(-c3ccc(C(C)C)cc3)no2)CC1
 : i	2%	?
Cc1cc(C)c2nc(N(Cc3cccnc3)C(=O)c3cccs3)sc2c1
 : -1%	3%	16%

Next compounds
The line under a structure holds: PTHR1 ag	GLP1R cytotox	GLP-1R inv ag
Cc1c(C(=O)N(Cc2cccc(Cl)c2)Cc2ccco2)oc2ccccc12
 : 0%	6%	?
COc1ccc(NS(=O)(=O)c2c(C)nc3scc(C)n3c2=O)cc1
 : -2%	-1%	-13%
COc1ccc2oc(=O)c(-c3nc(-c4cccs4)no3)cc2c1
 : i	60%[activator]	7%
Cc1cc(C)n2nc(CNS(=O)(=O)c3ccc(Cl)cc3)nc2n1
 : i	-1%	11%
CCc1nnc(NC(=O)c2nc(S(C)(=O)=O)ncc2Cl)s1
 : -13%	-6%	22%
COc1ccc(Cn2c(=O)c3cccnc3n(Cc3cccc(F)c3)c2=O)cc1
 : -15%	6%	-9%
Cc1cc(C)cc(NC(=O)CSc2nc3ncccc3[nH]2)c1
 : i	-5%	6%
CCOC(=O)c1ccc(CSc2nnc3cc(C)c4ccccc4n23)cc1
 : 1%	12%	20%
CCOc1ccccc1NC(=O)Cn1c(=O)n(Cc2ccccc2)c(=O)c2c(C)c(C)sc21
 : i	10%	0%
COc1ccc(OC)c(-c2cc(C(=O)Nc3ccc(C)c(C)c3)no2)c1
 : -6%	24%	-7%
O=C(Nc1nc2n(n1)C(c1ccccc1)C=C(c1ccccc1)N2)c1ccc(Cl)c([N+](=O)[O-])c1 (centres undefined)
 : -26%	8%	0%
COC(=O)CN1C(=O)CSc2ccc(S(=O)(=O)Nc3cccc(Br)c3)cc21
 : -21%	-2%	-20%
CC1CCN(C(c2ccccc2)c2sc3nc(-c4ccco4)nn3c2O)CC1 (centres undefined)
 : i	-9%	-24%

Of the compounds above, nine have a furan ring, fused or not.
The line under a structure holds: PTHR1 ag	GLP1R cytotox	GLP-1R inv ag
CCN1CCN(C(c2ccccc2)c2sc3nc(-c4ccco4)nn3c2O)CC1 (centres undefined)
 : ?	0%	12%
CSc1ncc(Cl)c(C(=O)Nc2c(C(=O)Nc3cccc(C)c3)oc3ccccc23)n1
 : i	0%	6%
Cc1cccc(Cn2c(=O)n(Cc3ccccc3)c(=O)c3oc4ccccc4c32)c1
 : i	2%	0%
Cc1coc2c1c(C)cc1oc(=O)c(CC(=O)NCc3ccc(Cl)cc3)c(C)c12
 : -22%	6%	7%
CCCOc1ccc(C(=O)N(Cc2ccco2)Cc2ccco2)cc1
 : i	-8%	-29%
Cc1nc(N2CCOCC2)c2c(C(=O)NCc3cccc(Cl)c3)c(C)oc2n1
 : -20%	-2%	0%
CCCSc1ncc(Cl)c(C(=O)Nc2c(C(=O)Nc3ccc(C)cc3)oc3ccccc23)n1
 : -25%	8%	12%
Cc1c(C(=O)N(Cc2cccc(Cl)c2)Cc2ccco2)oc2ccccc12
 : 0%	6%	?
CC1CCN(C(c2ccccc2)c2sc3nc(-c4ccco4)nn3c2O)CC1 (centres undefined)
 : i	-9%	-24%
